Screening results as filed in PubChem BioAssay.
KCNK3 block: human KCNK3 channel inhibition, primary screen. CHO-KCNK3 thallium flux, FluxOR fluorescence; active compounds read low. B-score at 10 µM. 340,000 tested, 0.84% active;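 active means B-score under library mean minus 4 SD, starting fluorescence ratio at most library mean plus 5 SD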;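 further: more negative B-score means stronger inhibition of thallium flux through KCNK3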
Target sequence (O14649 whole entry, looked up): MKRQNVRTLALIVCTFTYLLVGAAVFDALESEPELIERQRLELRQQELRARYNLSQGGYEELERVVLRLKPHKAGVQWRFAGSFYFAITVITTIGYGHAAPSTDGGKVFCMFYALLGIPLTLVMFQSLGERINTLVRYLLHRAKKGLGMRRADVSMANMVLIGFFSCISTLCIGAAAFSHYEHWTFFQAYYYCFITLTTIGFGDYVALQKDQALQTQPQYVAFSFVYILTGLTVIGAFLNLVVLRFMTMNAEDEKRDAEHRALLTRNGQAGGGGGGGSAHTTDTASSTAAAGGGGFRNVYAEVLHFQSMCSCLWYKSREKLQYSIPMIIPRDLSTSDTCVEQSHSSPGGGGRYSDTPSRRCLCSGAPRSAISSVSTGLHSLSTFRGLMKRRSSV
TRPC4 potent: allosterically enhances the mouse TRPC4 cation channel. Q9QUQ5. HEK293 TRPC4beta/mu-opioid, DAMGO EC20, Fluo-4 Ca2+ flux; active compounds read high. B-score at 10 µM. AID 2227. 310,000 tested, 0.42% active;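 active means B-score of calcium response area above 5 SD of library B-scores, with initial fluorescence ratio within 5 SD of library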;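 further: B-score of integrated fluorescence ratio over time as area under calcium response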
KCNK9 block: human KCNK9 channel inhibition. HEK293 KCNK9, FluxOR thallium flux fluorescence; active compounds read low. B-score at 10 µM. 310,000 tested, 1.2% active. AID 488922;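 active means ratio B-score over 3 SD below the library mean, with starting fluorescence within 5 SD of its mean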;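 further: negative B-score means less thallium flux so channel inhibition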
Target sequence (Q9NPC2 whole entry, looked up): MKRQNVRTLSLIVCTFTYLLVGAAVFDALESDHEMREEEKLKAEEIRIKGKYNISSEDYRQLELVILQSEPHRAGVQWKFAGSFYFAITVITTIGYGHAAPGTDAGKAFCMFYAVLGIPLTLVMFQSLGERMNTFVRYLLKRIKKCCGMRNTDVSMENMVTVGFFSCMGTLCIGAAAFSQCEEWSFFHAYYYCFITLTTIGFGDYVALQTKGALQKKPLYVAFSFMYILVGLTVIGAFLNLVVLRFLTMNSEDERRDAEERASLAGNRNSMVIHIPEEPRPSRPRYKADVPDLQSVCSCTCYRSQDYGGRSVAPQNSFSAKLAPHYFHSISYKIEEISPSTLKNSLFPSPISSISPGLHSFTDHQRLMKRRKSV
KCNQ1 inh: inhibitors of human KCNQ1 potassium channel; P51787; CHO-K1 KCNQ1, FluxOR thallium flux fluorescence; active compounds read high; B-score at 10 µM; 310,000 tested, 1.3% active; AID 2642;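 active means compounds whose thallium flux B-score, printed positive for inhibition, exceeds three library SD while starting fluorescence stays within three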;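 further: channel opened by potassium depolarization with thallium stimulus after 20 min compound exposure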
TRPC4 act: activators of mouse TRPC4 channel; Q9QUQ5; HEK293 TRPC4beta/mu-opioid, Fluo4 calcium fluorescence; active compounds read high; B-score at 10 µM; 310,000 tested, 0.49% active; AID 2237;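 active means B-score above 5 SD of library B-scores, and initial fluorescence ratio not above library mean plus 5 SD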;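 further: positive B-score marks a calcium rise read as TRPC4 activation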
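Assay system: HEK293 cells stably co-expressing mouse TRPC4beta and mu-opioid receptor / Timing: Fluo4 dye loading 45 min at room temperature, 110 s recording / Signal: Fluo4 calcium-sensitive dye fluorescence, kinetic, 1 Hz baseline / Read-out: integrated baseline-normalised fluorescence ratio, converted to per-well B score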
DYRK1A inh: Dyrk1A (rat) kinase inhibition | Q63470 | ADP-Glo luminescence, NFATc1 peptide | inhibition, % at 12.5 µM | 310,000 tested, 0.43% active; in the data active means inhibition above about 50%;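 further: plate controls were vehicle with enzyme for no effect and no enzyme for full effect; many of its hits are not listed in these tables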
TRPC4 block: TRPC4 (mouse) channel inhibition; Q9QUQ5; HEK293 TRPC4beta/mu-opioid, DAMGO-evoked Fluo4 calcium flux; active compounds read low; AID 2247; 300,000 tested, 0.39% active; B-score at 10 µM;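 active means B-score over 3 SD under the library average, no early fluorescence shift, positive overall ratio signal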
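test system = HEK293 cells with stable TRPC4beta plus mu-opioid receptor expression | detection = Fluo4 Ca2+ flux fluorescence | read-out = integrated fluorescence ratio relative to baseline, converted to per-well B score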
KCNQ1 pot: potentiates or activates the human KCNQ1 potassium channel; P51787; CHO-K1 KCNQ1, thallium flux FluxOR fluorescence; active compounds read high; B-score at 10 µM; 310,000 tested, 0.35% active; AID 2648;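 active means fluorescence ratio B-score, a plate-corrected score, at least three library SD, with initial intensity B-score within 5 SD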
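Doses: Single concentration per compound, DMSO matched to controls | Test system: KCNQ1-transfected CHO-K1 cells | Timing: 90 min dye loading and 20 min compound exposure, both at room temperature | Measured by: Kinetic FluxOR thallium fluorescence, 10-s 1-Hz baseline, 110-s post-stimulus read | Medium: Assay buffer with matched DMSO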
hERG rescue: compounds protecting human hERG from proarrhythmic drug block. AID 1511. CHO-hERG, FluxOR thallium flux, dofetilide IC70 present. Q12809. activation (rescue from dofetilide block), less the hit threshold, % at 10 µM. 310,000 tested, 0.51% active;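 active means activation above the mean of controls blocked by dofetilide plus 5 SD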;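 further: thallium influx through hERG after potassium depolarization seen as dye fluorescence rise; in these data hits start at about 4.7%; inactives centre near -7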
Platelet DG rel: modulates dense granule release in human platelets. human platelet-rich plasma, SFLLRN dense granule ATP release, luminescence. 300,000 tested, 0.22% active. inhibition, %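 (compounds screened at 7.5 µM in platelet-rich plasma)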;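 active means mean replicate score, as percent of positive control, at or above 50; inconclusive means mean below 50 but at least one replicate at or above 50; inactive means mean and every replicate below 50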
PolyA inh: blocks polyadenylation in yeast reporter cells; S. cerevisiae SKY197-pL101 polyadenylation reporter, beta-gal luminescence; efflux-impaired pdr1/pdr3 knockout yeast; score 100 = 6 SD above DMSO; calls only at 12 µM; 300,000 tested, 0.02% active; AID 1875;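 active means lowest replicate activity score at least 50, where 100 means six control SD above control mean; inconclusive means lowest score under 50 but half or more replicates reach 50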;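 further: yeast exposed to compound for 9 h at 30 °C; higher score means more reporter readthrough which indicates perturbed polyadenylation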
* hit, by the source's call; i = inactive; ? = inconclusive; · = no result given. This is a subset; rates above refer to the full screens.

Molecule | KCNK3 block | TRPC4 potent | KCNK9 block | KCNQ1 inh | TRPC4 act | DYRK1A inh | TRPC4 block | KCNQ1 pot | hERG rescue | Platelet DG rel | PolyA inh
Cc1ccc(C(=O)COC(=O)C2C3C=CC(C3)C2C(=O)OCC(=O)c2ccc(C)c(C)c2)cc1C (stereo not given) | i | i | i | i | i | · | i | i | -10 | 2 | i
O=C(CN1CCS(=O)(=O)CC1)NNC(=O)C1CCCCC1 | i | i | i | i | i | 8 | i | i | -8 | 5 | i
O=c1[nH]c2ccccc2cc1CN(CC1CCCO1)S(=O)(=O)c1ccccc1 (stereo not given) | i | i | i | i | i | 5 | i | i | -4 | -5 | i
O=S(=O)(c1ccc(OCC(O)CN2CCN(c3ccccc3Cl)CC2)cc1)N1CCOCC1 (stereo not given) | i | i | i | i | i | -5 | i | i | -5 | -6 | i
O=C(Sc1ccc(Cl)cc1)c1cccc(Cn2cc(C(F)(F)F)ccc2=O)c1 | i | i | -14* | i | i | 3 | i | i | -2 | 7 | i
O=C(Nc1ccc(F)cc1)Nc1csc2ccccc12 | i | i | i | i | i | · | i | i | -11 | -31 | i
COc1cc(CN2CCN(C(=O)CC(C)C)CC2)cc(OC)c1O | i | i | i | i | i | -1 | i | i | -7 | -11 | i
CC(C)(C)NC(=O)C1N(c2cccnc2)C(=O)C2C(C(=O)Nc3ccccc3)C3(C)C=CC21O3 (stereo not given) | i | i | i | i | i | -5 | i | i | -8 | -2 | i
O=C(NCc1ccc(F)cc1)C(=O)NCC1OCCN1S(=O)(=O)c1cccs1 (stereo not given) | i | i | i | i | i | -2 | i | i | -8 | 5 | i
Cc1cc(C)nc(N/N=C/c2cn[nH]c2-c2ccc(F)cc2)n1 | i | i | i | i | i | 11 | i | i | -7 | 19 | i
COCCCNC(=O)Cn1ncc2c(=O)oc3ccccc3c21 | i | i | i | i | i | -3 | i | i | -16 | 1 | i
CCOC(=O)c1c(C)oc2c1c(C=NCCC(=O)O)c(O)c1ccccc12 | i | i | i | i | i | 5 | i | i | -20 | -2 | i
O=C(Nc1cccc(/C=C/c2ccccn2)c1)c1cc(Cl)ccn1 | -9.4* | i | i | i | i | -8 | i | i | -15 | -8 | i
Cc1ccc(OCC(=O)NCCNC(=O)COc2ccc(C)cc2)cc1 | i | i | i | i | i | -3 | i | i | -4 | 0 | i
O=C1CCCN1Cc1ccccc1 | i | i | i | i | i | -3 | i | i | -2 | -4 | i
CCO[C@@H]1OC(C(=O)NCc2nc3ccccc3[nH]2)=C[C@H](c2ccccc2)[C@H]1CCCO | i | i | i | i | i | 8 | i | i | -7 | -2 | i
COc1cc(C2C(C(=O)c3ccc(C)o3)=C(O)C(=O)N2Cc2cccnc2)ccc1O (stereo not given) | i | i | i | i | i | 8 | i | i | -9 | -3 | i
CC(=O)NCc1ccc(S(=O)(=O)N/N=C/c2ccc(Br)cc2)cc1 | i | i | i | i | i | 2 | i | i | -7 | -2 | i
O=C(Nc1cccc(C(F)(F)F)c1)c1cc2c(=O)c3ccccc3oc2nc1C(F)(F)F | i | i | i | i | i | -5 | i | i | -8 | 2 | i
COC(=O)C(C(=O)OC)c1ncccc1[N+](=O)[O-] | i | i | i | i | i | · | i | i | -7 | 8 | i
Cc1ccc(Nc2[nH]c(=O)c3ccccc3c2C(=O)c2ccccc2)cc1 | · | i | i | i | i | · | i | i | -3 | 5 | i
CCOC(=O)CSc1nnnn1-c1cc(OC)c(Cl)cc1OC | i | i | i | i | i | -1 | i | i | -2 | 0 | i
O=C(COC(=O)CSc1ccc(F)cc1)NCC1CCCCC1 | i | i | i | i | i | -3 | i | i | -13 | 32 | i
O=C1N=C2SCCN2/C1=C\c1c(Cl)cccc1Cl | i | i | i | i | i | 1 | i | i | -12 | -1 | i
CN(C)C(=O)c1cc2cc([N+](=O)[O-])ccc2s1 | i | i | i | i | i | 0 | i | i | -7 | 11 | i
CON/C=C(\C=Nc1ccc(Cl)cc1Cl)c1ncc(C(F)(F)F)cc1Cl | i | i | i | i | i | 3 | i | i | -9 | -3 | i
O=C(/C=C1\SC(=O)N(CC(=O)Nc2ccc(Cl)cc2)C1=O)Nc1ccc(F)cc1 | i | i | i | i | i | -4 | i | i | -4 | -5 | i
CCCc1nc(NCc2ccc3c(c2)OCO3)c2nnn(Cc3ccccc3Cl)c2n1 | i | i | i | i | i | 7 | i | i | -4 | -10 | i
COc1cc(/C=C2\SC(c3ccc(C)cc3)=NC2=O)ccc1O | -9.4* | i | i | i | i | 22 | i | i | -4 | 6 | i
O=C(CCc1nnc(CCCCc2ccccc2)o1)NC1CCCC1 | i | i | i | i | i | -5 | i | i | -7 | 1 | i
CCN(CC)c1ccc(/C=C(\C#N)C(N)=S)cc1 | i | i | i | i | i | 11 | i | i | -6 | ? | i
COC(=O)c1ccc(CN2CCCC(CO)(Cc3ccc(F)cc3F)C2)cc1 (stereo not given) | i | i | i | i | i | 5 | i | i | -3 | 7 | i
CCOc1ccc(NC(=O)CSCc2cnn(-c3ccccc3)c2-n2cccc2)cc1 | i | i | i | i | i | · | i | i | -10 | -3 | i
O=C(c1ccc(S(=O)(=O)N2CCOCC2)cc1)N1CCN(c2cccc(Cl)c2)CC1 | i | i | i | i | i | -12 | i | i | -12 | 4 | i
Cc1noc(C)c1C(=O)OCC(=O)Nc1ccccc1C(=O)NC(C)c1ccccc1 (stereo not given) | i | i | i | i | i | -2 | i | i | -6 | -1 | i
COc1ccccc1C1C(C(=O)c2ccco2)=C(O)C(=O)N1c1cc(C)on1 (stereo not given) | i | i | i | i | i | -1 | i | i | -1 | 11 | i
O=C(N/N=C/c1ccc(OC(=O)c2ccco2)cc1)c1ccccn1 | i | i | i | i | i | 2 | i | i | -8 | 20 | i
COc1ccc(C2=NCC(CSc3nnc(-c4ccc5c(c4)OCO5)o3)S2)cc1 (stereo not given) | i | i | i | i | i | 28 | i | i | -13 | -4 | i
O=C(NNC(=S)NCCCN1CCOCC1)c1ccncc1 | i | i | i | i | i | -1 | i | i | -16 | -1 | i
CCCCN(C(=O)/C=C/c1ccco1)c1c(N)n(Cc2ccccc2)c(=O)[nH]c1=O | i | i | i | i | i | · | i | i | -5 | · | ·
CCC(COC(C)=O)Nc1nc2c([nH]1)c(=O)n(C)c(=O)n2C (stereo not given) | i | i | i | i | i | -4 | i | i | -13 | -11 | i
O=C(O)/C(=C\c1ccccc1Cl)c1ccc(S(=O)(=O)N2CCCCC2)s1 | i | i | i | i | i | 4 | i | i | -7 | 3 | i
CCC(Oc1ccc(C)c(C)c1)C(=O)N1CCCN(C)CC1 (stereo not given) | i | i | i | i | i | -2 | i | i | -12 | -5 | i
COC(=O)c1sc2nc[nH]c(=O)c2c1C | i | i | i | i | i | 16 | i | i | -11 | 4 | i
Cc1ccc(C)c(C(=O)N(C)CC(=O)Nc2ccccc2C(F)(F)F)c1 | i | i | i | i | i | 0 | i | i | -14 | -2 | i
CCCOP(=O)(c1ccccc1)c1ccccc1 | i | i | i | i | i | 4 | i | i | -5 | -9 | i
C/C(=N/NC(=O)C1CC1(c1ccccc1)c1ccccc1)c1ccco1 (stereo not given) | i | i | i | i | i | -5 | i | i | -8 | 9 | i
O=C(NCCS(=O)(=O)N1CCN(c2ccc(F)cc2)CC1)c1ccco1 | i | i | i | i | i | -5 | i | i | -16 | 1 | i
Cc1cc(NC(=O)C(Cl)c2ccccc2)no1 (stereo not given) | i | i | i | i | i | 5 | i | i | -10 | 1 | i
COc1cc(CC(NC(C)=O)C(=O)NC2CCN(C(=O)c3ccc(C)cc3)CC2)cc(OC)c1 (stereo not given) | i | i | i | i | i | 0 | i | i | -7 | 14 | i
Cc1ccccc1C(=O)NNC(=O)CN1C(=O)c2ccccc2C1=O | i | i | i | i | i | 2 | i | i | -4 | 4 | i
O=S(=O)(Nc1ccccc1)c1ccc(Oc2ncc(C(F)(F)F)cc2Cl)cc1 | i | i | i | i | i | -7 | i | i | -14 | -5 | i
CCc1nnc(NC(=O)CCC(=O)Nc2ccc(Cl)cc2)s1 | i | i | i | i | i | -2 | i | i | -7 | 11 | i
COc1ccc(-c2[nH]ncc2CNCC(C)(C)N2CCOCC2)cc1F | i | i | i | i | i | 1 | i | i | -1 | 3 | i
Cc1cc(C)n(CCSCC(=O)O)n1 | i | i | i | i | i | 2 | i | i | -3 | -1 | i
Cc1ccc2c(c1)sc1ncc(NC(=O)c3ccc(F)cc3)c(=O)n12 | · | i | i | i | i | · | i | i | -4 | -4 | i
Nc1c(C(=O)Nc2ccccc2)c2nc3ccccc3nc2n1-c1ccc(O)cc1 | i | i | i | i | i | 6 | i | i | -10 | 9 | ·
CCCn1nnc(NC(=O)c2ccco2)n1 | i | i | i | i | i | 12 | i | i | -4 | -10 | i
CCN(CC)S(=O)(=O)c1cc(C(=O)N=c2sccn2C)ccc1OC | i | i | i | i | i | 0 | i | i | -14 | 19 | i
CC(C)(C)c1ccc(S(=O)(=O)N2CCSC2)cc1 | i | i | i | i | i | -6 | i | i | -11 | 18 | i

Entries above printed as active in KCNK9 block:
canonical_smiles | KCNK3 block | TRPC4 potent | KCNK9 block | KCNQ1 inh | DYRK1A inh | TRPC4 block | KCNQ1 pot | Platelet DG rel | PolyA inh
O=C(Sc1ccc(Cl)cc1)c1cccc(Cn2cc(C(F)(F)F)ccc2=O)c1 | i | i | -14* | i | 3 | i | i | 7 | i

Next structures.
Molecule | KCNK3 block | TRPC4 potent | KCNK9 block | KCNQ1 inh | TRPC4 act | DYRK1A inh | TRPC4 block | KCNQ1 pot | hERG rescue | Platelet DG rel | PolyA inh
COc1ccc(C(=O)NC(=S)NNC(=O)c2ccc(NC(=O)C(C)C)cc2)cc1 | i | i | i | i | i | -4 | i | i | -11 | 12 | i
COc1ccc(OC)c(NC(=O)c2nc(S(=O)(=O)Cc3ccccc3)ncc2Cl)c1 | i | i | i | i | i | -2 | i | i | -19 | 23 | i
O=C(NCc1nnc(SCc2ccccc2)n1-c1ccc(F)cc1)C12CC3CC(CC(C3)C1)C2 | i | i | i | i | i | 2 | i | i | -10 | -9 | i
CC(=O)c1ccc(OCC(=O)NC(=O)NC2CCCCC2)cc1 | i | i | i | i | i | 4 | i | i | -9 | 0 | i
COc1ccc(C(C)=O)cc1CSc1nc2cc(C(=O)O)ccc2c(=O)n1Cc1ccccc1 | i | i | i | i | i | -7 | i | i | -8 | 13 | i
Cc1cc(=O)oc2cc(OCC(=O)N3CCc4ccccc4C3)ccc12 | i | i | i | i | i | -4 | · | i | -2 | -33 | i
